Screening results as filed in PubChem.
KDM4E inh = qHTS Assay for Inhibitors of Human Jumonji Domain Containing 2E (JMJD2E). JMJD2E catalytic domain, FDH-coupled NADH fluorescence (FDH is formaldehyde dehydrogenase). Potency, µM (doses to about 57.1 µM), without a hit: at the highest dose activity change, negative = inhibition, hits mostly inhibitors. 230,000 compounds, 1.6% hits. Lysine-specific demethylase 4E (Homo sapiens), B2RXH2; active means well fitted inhibition curve with a large enough effect, not every such curve was filed as active; inconclusive means small, poorly fitted or top-dose-only effect, or another doubt; inactive means no such curve, though single readings can be large or run the other way;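 further: 0% = wells with enzyme and -100% = buffer wells without enzyme; nearly all actives have a fitted effect of over 50% in size; many of its hits are not listed in these tables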
Target sequence (B2RXH2 1-337 limits assumed): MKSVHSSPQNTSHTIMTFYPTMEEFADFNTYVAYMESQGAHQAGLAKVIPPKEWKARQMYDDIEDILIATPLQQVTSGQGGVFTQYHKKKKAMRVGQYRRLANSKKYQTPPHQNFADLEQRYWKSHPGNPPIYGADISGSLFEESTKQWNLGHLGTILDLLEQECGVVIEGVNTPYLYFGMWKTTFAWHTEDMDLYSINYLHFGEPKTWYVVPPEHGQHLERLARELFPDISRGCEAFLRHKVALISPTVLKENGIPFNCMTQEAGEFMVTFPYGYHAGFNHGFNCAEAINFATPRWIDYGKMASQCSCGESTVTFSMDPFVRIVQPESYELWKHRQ
RECQ1 inh = qHTS Assay for Inhibitors of RecQ-Like Dna Helicase 1 (RECQ1); ATP-dependent DNA helicase Q1 (Homo sapiens), P46063; RECQ1 DNA unwinding, red fluorescence kinetic read; Potency, µM (titrated, usually from 57.3 µM), without a hit: at the highest dose activity, negative = inhibition, usual class: inhibitors; 240,000 compounds, 0.54% hits;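 further: plate controls were vehicle for no effect and no enzyme for full effect; nearly all actives have a fitted effect of over 30% in size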
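50 nM RECQ1T1 preincubated 15 min with compound in Tris pH 8.0 buffer with MgCl2, DTT, Tween-20 and 2.5 ug/ml poly(dI-dC); started with 200 nM TAMRA/BHQ-2 forked duplex and 2 mM ATP. Unwinding read as fluorescence (525/598 nm), two reads 2 h apart.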
GoLoco inh red = qHTS Assay for Inhibitors of RGS12 GoLoco Motif Activity (Red Fluorophore) | Guanine nucleotide-binding protein G(i) subunit alpha-1 (Homo sapiens), P63096 | Gai1:RGS12 GoLoco peptide FP, rhodamine, 10 min | Potency, µM (titrated, usually from 61.6 µM), inactives show top-dose activity, negative = inhibition, most hits filed as inhibitors | 230,000 compounds, 0.44% hits; active means well fitted inhibition curve with a large enough effect, not every such curve was filed as active; inactive means no such curve, though single readings can be large or run the other way; further: nearly all actives have a fitted effect of over 30% in size; many of its hits are not listed in these tables
Target sequence (P63096 whole entry, looked up): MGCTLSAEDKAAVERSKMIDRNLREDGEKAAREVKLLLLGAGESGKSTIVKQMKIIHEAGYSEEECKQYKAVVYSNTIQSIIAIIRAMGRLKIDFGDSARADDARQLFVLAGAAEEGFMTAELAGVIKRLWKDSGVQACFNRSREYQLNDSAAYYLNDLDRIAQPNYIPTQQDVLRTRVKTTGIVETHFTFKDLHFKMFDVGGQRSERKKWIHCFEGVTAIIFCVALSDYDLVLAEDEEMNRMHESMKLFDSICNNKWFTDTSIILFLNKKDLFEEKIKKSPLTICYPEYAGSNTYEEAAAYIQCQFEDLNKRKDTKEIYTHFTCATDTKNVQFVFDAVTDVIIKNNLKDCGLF
Tau ThT inhib = qHTS for Inhibitors of Tau Fibril Formation, Thioflavin T Binding; Microtubule-associated protein tau (Homo sapiens), P10636; 270,000 compounds, 2.1% hits; recombinant tau K18 P301L, heparin-induced fibrillization, ThT fluorescence; Potency, µM (titrated, usually from 57.4 µM), without a hit: at the highest dose activity, negative = inhibition, actives largely listed as inhibitors; further: nearly all actives have a fitted effect of over 55% in size
Target sequence (P10636 561-689 P618L limits assumed): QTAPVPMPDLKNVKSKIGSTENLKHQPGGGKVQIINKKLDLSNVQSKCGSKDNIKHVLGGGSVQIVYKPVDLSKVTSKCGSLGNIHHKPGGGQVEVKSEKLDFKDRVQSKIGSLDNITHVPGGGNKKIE
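Aggregation was driven by heparin (20 uM final) acting on recombinant tau […] bearing P301L in 100 mM sodium acetate pH 7; fibrils were detected with Thioflavin T.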
TRb SRC2 PPI = qHTS for Inhibitors of the Interaction of Thyroid Hormone Receptor and Steroid Receptor Coregulator 2. Thyroid hormone receptor beta (Homo sapiens), P10828. TRbeta-SRC2 peptide binding, fluorescence polarization; receptor liganded with 1 µM T3. Potency, µM (series often up to 106 µM), for inactives: at the top dose activity change, negative = inhibition, most hits filed as inhibitors. 280,000 compounds, 0.065% hits. AID 1469, 2008;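 further: plate controls were bound peptide for no effect and peptide without receptor for full effect; nearly all actives have a fitted effect of over 50% in size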
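Assay buffer: 20 mM Tris-HCl, 100 mM NaCl, 10% glycerol, 1 mM EDTA, 0.01% NP-40, 1 mM DTT, 1 uM T3, 5% DMSO; TRb LBD 0.6 uM, Texas Red SRC2 20 nM; FP after 5 hr.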
L3MBTL1 block = qHTS Assay for the Inhibitors of L3MBTL1. 230,000 compounds, 0.66% hits. AlphaScreen L3MBTL1–H3K9me1 peptide binding. Potency, µM (top dose mostly 57.1 µM), for inactives: top-dose activity, negative = inhibition, most hits filed as inhibitors. AID 485360, 2010; further: nearly all actives have a fitted effect of over 60% in size
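L3MBTL1 (50 nM) pre-complexed 30 min with biotinylated H3(1-15)K9me1 peptide (75 nM), then compounds added for 30 min at room temperature; AlphaScreen streptavidin donor/nickel chelate acceptor beads (10 ug/mL final) read after 30 min dark incubation.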
TexasRed fluor = Total Fluorescence Counterscreen for Inhibitors of the Interaction of Thyroid Hormone Receptor and Steroid Receptor Coregulator 2 | TRb/SRC2 Texas Red total fluorescence interference | Potency, µM (highest dose often 106 µM), for the others: at the top dose fluorescence change, negative = quenching | 280,000 compounds, 0.29% hits | AID 1479, 2009; active means well fitted curve in either direction with a large enough effect; inconclusive means small, poorly fitted or top-dose-only effect
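Flags fluorescent or light-absorbing compounds by total fluorescence, S + 2P, at 555 nm excitation and 632 nm emission. Mixture: 20 nM Texas Red SRC2 peptide, 0.6 uM human TRb LBD, 1 uM T3, 5% DMSO; compound exposure 5 h at ambient temperature.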
Tau fibril FP = qHTS for Inhibitors of Tau Fibril Formation, Fluorescence Polarization; Microtubule-associated protein tau (Homo sapiens), P10636; K18 P301L tau heparin fibrillization, Alexa594 FP, 6 h; Potency, µM (titrated, usually from 57.7 µM), without a hit: at the top dose activity, negative = inhibition, actives largely listed as inhibitors; 280,000 compounds, 0.39% hits; AID 1468, 2008; further: nearly all actives have a fitted effect of over 55% in size
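Heparin (20 uM) drove fibril formation of recombinant tau K18 P301L, 15 uM unlabeled with 0.24 uM Alexa 594 label, for 6 hr at 37 C in 100 mM sodium acetate pH 7. Fluorescence polarization (555/632 nm) read 1 hr after 30 uM ThT.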
* marks the source's active call; other numbers are inactive results; i = inactive; ? = inconclusive; nt = not tested or not shown; [ ] = remark or other dose. Unless noted, the call rests on the fitted dose curve; in most records, active means well fitted curve in the direction sought with a large enough effect; inconclusive means small, poorly fitted or top-dose-only effect, or another doubt; inactive means no such curve, though single readings can be large; an effect the other way counts as inactive or inconclusive. Unless noted, on the % scale 0 is the no-effect control and ±100 the full control effect; potency means the concentration at half of the fitted maximal effect.

SMILES | KDM4E inh | RECQ1 inh | GoLoco inh red | Tau ThT inhib | TRb SRC2 PPI | L3MBTL1 block | TexasRed fluor | Tau fibril FP
Cc1cccc(-c2nc(CN3CCCC(C(=O)NCCc4ccc(Cl)cc4)C3)c(C)o2)c1 (stereo not given) | nt | nt | nt | ? | -10% | nt | -3% | 11%
CN(C(=O)CSc1nc(-c2ccccc2)cn1N)C(c1ccccc1)c1ccccc1 | -7% | -6% | 7% | ? | -13% | nt | -3% | 3%
O=C(CCc1ccccc1)NNC(=O)c1ccc(Br)cc1 | 7% | -1% | 7% | -17% | 5% | -4% | 0% | -1%
CCN(CC)c1ccc(C(=O)N2CCN(Cc3ccccc3)CC2)cc1 | 1% | -2% | 4% | -2% | -3% | 2% | -11% | 1%
Cc1ccc(CNC(=O)CCCCCNc2nc(=S)[nH]c3ccccc23)cc1 | -14% | -2% | 7% | -3% | -4% | 8% | -2% | -2%
CCOC(=O)c1cnc2ccc(C(=O)OC)cc2c1Nc1ccc(N2CCOCC2)cc1 | nt | nt | nt | 14µM* | 5% | nt | -1% | -1%
COc1ccccc1N(CC(=O)N1CCCCCC1)S(C)(=O)=O | 13% | -15% | 8% | -4% | -7% | nt | 1% | 3%
O=C(Nc1ccccc1)c1ccc(CN2CCc3ccccc3C2)cc1 | ? | -2% | 1% | -4% | 8% | nt | -2% | -5%
Cc1cc(C(=O)N/N=C/c2ccccc2[N+](=O)[O-])c(C)o1 | -1% | -5% | 6% | ? | -2% | 7% | -2% | 8%
CSc1nc2c(c(=O)n1-c1ccccc1)SCC2 | 1% | -16% | -1% | 3% | -1% | -3%[11.4 µM] | -1% | 14%
COc1ccc(-c2nnnn2-c2ccc(F)cc2F)cc1 | -1% | i | 5% | -3% | 3% | 5% | -3% | 4%
Cc1ccc(S(=O)(=O)N2CCOCC2)cc1NC(=O)COC(=O)c1ccccc1OCc1c(C)noc1C | -10% | -2% | 13% | 9% | -3%[53 µM] | 3% | -3%[53 µM] | 5%
CCOC(=O)/C(C#N)=C/c1cc2ccc(C)cc2nc1Cl | 4% | i | -2% | ? | 7% | -8% | -8% | -1%
Cc1ccc(CNC(=O)CCc2c(C)nc3nc(C)nn3c2C)cc1 | nt | nt | nt | -14% | -6% | nt | ? | -3%
O=S(=O)(c1ccccc1)N(CC(O)COc1ccccc1)c1ccccc1 (stereo not given) | -3% | -5% | -1% | 3% | -4% | 1% | -1% | 6%
CCOc1ccc(C(=O)N2CCN(Cc3cc(=O)n4nc(-c5ccccc5Cl)sc4n3)CC2)cc1 | nt | nt | nt | -11% | -12% | nt | 2% | 2%
CN1N=C(C(C)(C)C)CC1=O | ? | ? | -7% | -13% | ? | ? | -1% | -2%
C[C@@H](NC(=O)c1nc[nH]c1C(=O)N[C@@H](Cc1ccccc1)C(=O)OC(C)(C)C)c1ccccc1 | 7% | ? | -8% | 3% | 7% | -10% | -1% | ?
CC1Oc2ccccc2C=C1/C=N/NC(=O)c1ccncc1 (stereo not given) | -8% | -12% | -1% | 5% | -3% | 5% | -1% | 3%
Cc1cn2c(=O)c(S(=O)(=O)NCCc3ccccc3)c(C)nc2s1 | nt | nt | nt | -2% | -3% | nt | -1% | 2%
COc1cc2c(cc1OC)C1Cc3ccc(OC)c(OC)c3C[N+]1([O-])CC2 (stereo not given) | 2% | i | 0% | 7% | 3% | nt | 0% | -2%
Cc1cc(O)c(NC(=O)c2ccco2)cc1C | 0% | i | 2% | 3% | -11% | -21%[11.4 µM] | 0% | -7%
O=C(/C=C/c1ccc(F)cc1)NC(=S)N1CCOCC1 | -4% | 9% | -8% | ? | 3% | 6% | 2% | 9%
CC1CCCC(C)N1C(=C(Cl)Cl)C(=C1SCCS1)[N+](=O)[O-] (stereo not given) | 0% | i | 5% | ? | -7% | nt | -5% | 1%
COc1cc(=O)n(C)c2cc(N(C)C)ccc12 | ? | i | -4% | -16% | -9% | -13% | -2% | 5%

The list goes on (two carried over from the part before).
SMILES | KDM4E inh | RECQ1 inh | GoLoco inh red | Tau ThT inhib | TRb SRC2 PPI | L3MBTL1 block | TexasRed fluor | Tau fibril FP
CC1CCCC(C)N1C(=C(Cl)Cl)C(=C1SCCS1)[N+](=O)[O-] (stereo not given) | 0% | i | 5% | ? | -7% | nt | -5% | 1%
COc1cc(=O)n(C)c2cc(N(C)C)ccc12 | ? | i | -4% | -16% | -9% | -13% | -2% | 5%
CC(=O)c1ccc(N2C(=O)N(Cc3ccc(F)cc3)c3ccccc3S2(=O)=O)cc1 | nt | nt | nt | -10% | 0% | nt | 0% | -8%
COc1cc2nc(CN(C)Cc3ccc(C(C)(C)C)cc3)[nH]c(=O)c2cc1OC | -17% | 1% | 6% | -2% | 1% | 9% | 0% | 0%
O=C(Nc1nc2ccccc2n1CCN1CCCC1)C1CCCCC1 | -1% | i | -2% | -7% | -1% | nt | -5% | 2%
N#Cc1cc([N+](=O)[O-])c(-n2nnc3ccccc32)c([N+](=O)[O-])c1 | 0% | -3% | -3% | ? | 2% | 14% | 2% | 5%
O=C(N/N=C/c1ccncc1)c1cc([N+](=O)[O-])cc([N+](=O)[O-])c1 | 5% | -7% | 7% | -14% | 8% | 9% | -19% | -9%
COc1ccc(Cl)cc1S(=O)(=O)N1CCC(c2ccncc2)CC1 | nt | nt | nt | -5% | -3% | nt | 2% | -5%
CCOC(=O)c1cnn(CCOC(=O)C2CC2)c1NC(=O)C1CC1 | -2% | 4% | -4% | -10% | -5% | 0% | -1% | -7%
O=C(CNS(=O)(=O)c1ccccc1)Nc1cccc([N+](=O)[O-])c1 | 17% | i | -18% | -1% | 4% | 9% | 0% | -3%
COc1cc(CC(NC(C)=O)C(=O)NC2CCN(c3c4c(nc5ncnn35)CCC4)CC2)cc(OC)c1 (stereo not given) | -2% | -8% | 27% | 5% | -1% | -8% | -1% | -9%
CCOc1ccc(CCNC(=O)c2cnc3sc(N4CCOCC4)nn3c2=O)cc1 | nt | nt | nt | -6% | 0% | nt | 4% | -2%
O=C(O)COc1ccc2c(c1)CCCC2 | 0% | 11% | 2% | -1% | 2% | 4% | -2% | 1%
COc1cc(/C(C)=N/NC(=O)CSc2nnc(C)s2)ccc1O | -2% | -19% | 4% | -5% | -3% | 1% | 0% | -1%
CCN1CCN(C(=O)c2ccc(N3CC4CC(C3)c3cccc(=O)n3C4)c([N+](=O)[O-])c2)CC1 (stereo not given) | 3% | -5% | 4% | -13% | -3% | nt | -1% | -6%
Cc1ccc(NC(=O)N(Cc2ccco2)C(C)c2ccco2)cc1C (stereo not given) | 3% | -9% | 6% | -11% | -1% | -6% | -1% | 7%
CCOC(=O)c1c(C)[nH]c(=S)c(C#N)c1-c1ccc(Cl)cc1 | 3% | -5% | 22% | -9% | 3% | -1% | 6% | 2%
COc1cccc2cc(-c3ccnc(=S)[nH]3)oc12 | -6% | i | 26% | 28µM* | 1% | 17% | -2% | ?
Cc1ccn2c(Nc3ccccc3)c(-c3c[nH]c4ccccc34)nc2c1 | nt | nt | nt | ? | 0% | nt | ? | ?
O=C(COc1ccc(Cl)cc1)OCC(=O)N1CCCc2ccccc21 | -9% | -1% | -3% | ? | -7% | 15% | -2% | -1%
COc1ccc(/C(N)=N/OC(=O)CSc2ccccc2)cc1 | -12% | i | 8% | ? | 0% | nt | 2% | -9%
O=C(O)CCNC(=O)c1cncc(Br)c1 | -3% | -12% | -1% | -11% | 2% | nt | 1% | -7%
C=CCSc1nc(N)cc(=O)[nH]1 | -2% | -4% | -8% | -7% | -3% | -11% | 0% | -3%
Fc1ccc(-c2noc(-c3ccc4c(c3)CCO4)n2)cc1 | -29% | -3% | 1% | ? | -3% | 7% | -1% | -1%
CCC1(C)Cc2sc3c(=O)[nH]c(=S)[nH]c3c2CO1 (stereo not given) | -19% | -13% | -7% | -10% | 1% | nt | -2% | -4%
CS(=O)(=O)N(CC(=O)N1CCN(Cc2ccc3c(c2)OCO3)CC1)c1ccc2c(c1)OCO2 | 7% | i | 3% | 3% | -6% | nt | 1% | 5%
Cc1c(NC(=O)c2ccc(-c3ccc(F)cc3)o2)cccc1-c1nc2ncccc2o1 | nt | nt | nt | ? | -4% | nt | -1% | -13%

Following part.
SMILES | KDM4E inh | RECQ1 inh | GoLoco inh red | Tau ThT inhib | TRb SRC2 PPI | L3MBTL1 block | TexasRed fluor | Tau fibril FP
CCOCCCN(Cc1ccco1)S(=O)(=O)c1cc2c(cc1C)NC(=O)CO2 | nt | nt | nt | 3% | -8% | nt | -1% | -11%
CCOC(=O)C1CCN(CC(=O)Nc2c(C(=O)OC)[nH]c3cccc(Cl)c23)CC1 | -21% | i | -8% | -15% | -1% | 0% | -2% | -8%
CCOC(=O)c1ccc(S(=O)(=O)NCCN(CC)CC)cc1 | 1% | i | 10% | 5% | -2% | -4% | -5% | 4%
Cc1cccc(-c2nn3c(=O)cc(CN4CCN(C(=O)c5ccccc5Br)CC4)nc3s2)c1 | nt | nt | nt | ? | -5% | nt | 0% | -4%
Cc1c(N=C2SCC(=O)N2c2c(C)n(C)n(-c3ccccc3)c2=O)c(=O)n(-c2ccccc2)n1C | -2% | -4% | -6% | ? | -10% | nt | -3% | 5%
Cn1c(=O)c2c(nc(CN3CCN(c4ccccc4F)CC3)n2CCN2CCOCC2)n(C)c1=O | 4% | i | -8% | -2% | -5% | ? | 1% | 0%

Some of the compounds tested (hit frequency here may not be typical).
